Pf Dd2 growth = qHTS Primary assay for Inhibitors of Plasmodium falciparum Dd2 growth in vitro; P. falciparum Dd2 growth, SYBR Green, 72 h; Potency, µM (top dose mostly 28.9 µM), for inactives: top-dose activity, negative = inhibition, hits mostly inhibitors; actives 4.3% (n = 120,000); AID 1347417, 2020; active means well fitted inhibition curve with a large enough effect; inconclusive means small, poorly fitted or top-dose-only effect; inactive means no such curve, though single readings can be large or run the other way;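 further: plate controls were DMSO vehicle for no effect and reference drug for full effect; nearly all actives have a fitted effect of over 65% in size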
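Readout: SYBR Green fluorescence, 485 nm excitation, 535 nm emission, after ~16 h lysis at 37C. Before that, Dd2-infected red cells (2.5% hematocrit) grew 72 h with compound, 29 uM top final concentration.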
Starred values were filed as active, the others as inactive; i = inactive; ? = inconclusive; [ ] = remark or other dose. Potency means the concentration at half of the fitted maximal effect. Some of the compounds tested (hit frequency here may not be typical).

SMILES	Pf Dd2 growth
CS(=O)(=O)N1CCCN(Cc2cn[nH]c2-c2ccccc2)CCNC(=O)CC1c1ccccc1 (stereo not drawn)	?
CCOc1ncccc1CNC(=O)[C@H]1CNC[C@@H](C(=O)N2CCOCC2)C1	4%
Cc1ccc(OCCCC(=O)Nc2sc3c(c2C(N)=O)CCCC3)cc1	2%
Cc1ccncc1C(=O)N1CCC2(CC1)NCCc1c2[nH]c2ccccc12	?
O=C(CCCn1c(=O)c2cccn2c2ccccc21)Nc1cc(C(F)(F)F)ccc1Cl	?
N#Cc1cccc(NC(=S)N[C@H]2CO[C@H]3[C@@H]2OC[C@@H]3n2nnnc2Oc2ccccc2)c1	i
O=C1CC2(CCN(CC3CCCC3)C2)Nc2ccccc2N1 (stereo not drawn)	?
Cc1cccc(C(=O)Nc2nnc(S(=O)(=O)N(C)c3ccccc3C)s2)c1	-18%
CCc1noc(-c2cn(C3CCN(C(=O)c4cc(Cl)ccc4OC)C3)nn2)n1 (stereo not drawn)	174%[activator]
N#Cc1cccc(CN2CCc3nc(N4CCc5ccccc5C4)[nH]c(=O)c3CC2)c1	2%[5.79 µM]
COC[C@H]1C[C@@H](NC(=O)c2ccc(C#N)cc2)[C@H](O)[C@@H]1O	-6%[44.1 µM]
Cc1ccccc1-c1nnc(SCC(=O)N2CCCCC2)o1	?
CCCS(=O)(=O)N1CCC(c2noc(-c3ccccc3)n2)C1 (stereo not drawn)	22%[5.79 µM]
CCC(C)NC(=O)C(NC(=O)c1ccccc1F)C1CCN(C(=O)c2ccc(OC)cc2)CC1 (stereo not drawn)	i
O=C(c1ccccc1Cl)N1CCC(n2c(=O)[nH]c3ccccc32)CC1	-1%
Cc1cc2c(cc1S(=O)(=O)NCc1ccc(F)cc1)OCC(=O)N2	12%[0.594 µM]
COc1ccc(CCNC(=O)c2noc(-c3ccc(C)cc3)n2)cc1OC	8%
Cc1cc(Cn2cc3c4c(cccc42)[C@H](CC(C)C)N[C@H](C(=O)NCc2ccco2)C3)no1	?
COc1ccccc1CN1CCC2(CC1)C(=O)NCN2Cc1ccc(Cl)cc1	i
COCC(=O)N1CCN(C(=O)C(=O)c2cccn2C)[C@H]2CS(=O)(=O)C[C@H]21	0%
CN(Cc1cccc(C(F)(F)F)c1)C(=O)C(C)(C)C	-1%[44.1 µM]
COc1ccc(-c2nc(CSc3nncn4c3cc3oc(C)cc34)c(C)o2)cc1	-9%
Cc1nc2cc(OCc3nc(C(=O)N(C)CC4(CO)CCC4)co3)ccc2s1	i
Cc1cccc(Cn2c(=O)n3nc(-c4ccccc4)nc3c3ccccc32)c1	-11%
O=C(Nc1ccc(S(=O)(=O)N2CCC(c3nc4ccccc4s3)CC2)cc1)c1ccc(F)cc1	11%
Nc1c(C(=O)Nc2ccc(C(F)(F)F)cc2)sc2nc(-c3cccs3)ccc12	3%
O=C(O)C1c2nc[nH]c2CCN1C(=O)CCCn1ccnc1 (stereo not drawn)	-5%
CC(C)(C)C1CCc2c(sc3nnn(CCOc4ccccc4)c(=O)c23)C1 (stereo not drawn)	-2%
Cc1ccc(NC(=O)c2cccc(NC(=O)N3CCSc4ncccc43)c2)cc1Cl	35%[activator]
COc1ccc(OCC(=O)Nc2cc(-c3nc4ccccc4o3)ccc2Cl)cc1	60%[activator]
CCc1nn(CCCC(=O)NCc2cc(Br)ccc2OC)c(=O)c2cc3occc3n12	11%
O=C(C1=NO[C@@H]2CN(Cc3ccsc3)C[C@H]12)N1CCOCC1	21%[44.1 µM]
Cc1cc(C)cc(NC(=O)N2CCC(CN3CCOCC3)CC2)c1	16%
Cc1ccccc1-c1noc(CSc2nnc(-c3ccncc3)n2-c2ccc(F)cc2)n1	i
O=C(N[C@H]1CCN2C(=O)[C@@H](Cc3ccccc3)NC(=O)[C@H]12)c1cnccn1	-4%[44.1 µM]
CCNC(=O)[C@@H]1C[C@H](NC(=O)c2ccco2)CN1C(=O)Cn1nccc1C	-15%
COCCN1CCN(Cc2ccc(C(=O)NC(C)C)cc2)C(=O)C1=O	i
CC(C)Oc1ccc(CNC(=O)c2nnn3cc(-c4ccccc4)[nH]c(=O)c23)cc1	4%
NS(=O)(=O)c1ccc(CNC(=O)Cn2nc3c(cc2=O)CCCCC3)cc1	-13%
COc1ccc(-c2coc3c2c(C)cc2oc(=O)c(CC(=O)O)c(C)c23)cc1	0%
Cn1cc([C@@H](NC(=O)C2CCN(Cc3ccco3)CC2)C2CC(O)C2)cn1 (stereo partly drawn)	1%
NCc1ccccc1-c1cc(C(F)(F)F)ccc1Cl	?
CCc1nc(SCC(=O)Nc2ccc(NC(C)=O)cc2)n[nH]1	i
Cc1ccc(CNC(=O)C2CCN(S(=O)(=O)c3cccc4nonc34)CC2)cc1	23%
O=c1c2nc(OCc3ccccc3)ccc2ncn1Cc1ccccn1	?
O=C(c1ccc(F)c(F)c1)N1CCCN(c2cc(-c3ccc(F)cc3)[nH]n2)CC1	i
O=C(c1cc2n(n1)CC(c1ccc3c(c1)OCO3)OC2)N1CCCC1 (stereo not drawn)	?
Cc1cccc(Cl)c1NC(=O)N1CCC2(CC1)C(C(=O)O)CC(=O)N2C (stereo not drawn)	-3%
Cc1nonc1C1CCCN1C(=O)c1cn(Cc2ccccc2F)nn1 (stereo not drawn)	-8%
CCOC(=O)c1cccc(NS(=O)(=O)c2ccc(-c3cnc(C4CC4)o3)cc2)c1	i
O=C(CC1CCOCC1)NCc1ccc(F)cc1F	-13%
Cc1nn(-c2ccccc2)c(C)c1CC(=O)NC1CCCN(Cc2ccccc2F)C1 (stereo not drawn)	?
O=C(CCc1ccccc1)N(Cc1cccnc1)c1nc2ccc(F)cc2s1	?
CN1CC2(CCN(Cc3cn[nH]c3-c3ccc(F)cc3)CC2)CC1C(=O)N1CCOCC1 (stereo not drawn)	?
COCCOC1CCN(C(=O)c2[nH]nc3c2COc2ccccc2-3)CC1	-9%
COc1cccc(C(=O)N2CCC(Oc3ncccc3C(=O)N3CCCCC3)C2)c1OC (stereo not drawn)	?
Cc1ccsc1C(=O)N1CC(C(=O)NC2CCCCC2)C2(CCOCC2)C1 (stereo not drawn)	-4%
COc1cccc(NC(=O)c2cc3c(n2C)CCN(Cc2ccc(F)cc2)C3)c1	?
COc1ccccc1NC(=O)CCC(=O)N1CC(C)Oc2ccc(C)cc21 (stereo not drawn)	39%[activator]
COCCOc1ccc2c(n1)CCN(C(=O)c1cc(OC)cc(OC)c1)C2	-3%

An excerpt from above in order of count of non-hydrogen atoms, low to high:
SMILES	Pf Dd2 growth
COCCOc1ccc2c(n1)CCN(C(=O)c1cc(OC)cc(OC)c1)C2	-3%
O=C(CCc1ccccc1)N(Cc1cccnc1)c1nc2ccc(F)cc2s1	?
Cc1ccc(CNC(=O)C2CCN(S(=O)(=O)c3cccc4nonc34)CC2)cc1	23%

Next compounds follow:
SMILES	Pf Dd2 growth
O=C1NCCCCCN(C(=O)c2nccc3ccccc23)[C@H]2CCC[C@@H]12	i
O=C(NCC1(COc2ccc(C(F)(F)F)cn2)C[C@@H](O)[C@@H](O)C1)c1cnccn1 (stereo partly drawn)	?
O=C(Nc1ccc(Oc2ccccc2)cc1)O[C@@H]1CO[C@H]2[C@@H]1OC[C@@H]2NS(=O)(=O)c1ccc(Cl)cc1	i
Cc1ccc(-c2nc(CS(=O)CC(=O)NCc3ccccc3Cl)c(C)o2)cc1 (stereo not drawn)	7%
COc1ccc(C(=O)NNc2ncnc3c2cnn3-c2ccccc2)cc1	i
COc1ccccc1OCCNC(=O)[C@]12CCCC[C@@H]1N(C)C(=O)CC2	-7%
O=C(C[C@@H]1C[C@H]2O[C@H](CNCc3ccncc3F)[C@@H](O)[C@H]2O1)N1CCOCC1	-2%[44.1 µM]
CCCCN1C(=O)NC(c2ccc(OCC)cc2)C2=C1COC2=O (stereo not drawn)	?
CCOC(=O)c1ccc(NC(=O)c2cn(-c3ccccc3)nc2-c2ccc(C)cc2)cc1	4%
c1coc(CN2CC(Oc3ccc(-c4noc(-c5ccncc5)n4)cc3)C2)c1	?
O=C(O)c1ccc(CN[C@@H]2CO[C@H](CNC(=O)c3ccccc3)[C@H]2O)cc1	-4%[44.1 µM]
O=C(NCC1CC1)[C@H]1CN(Cc2ccccc2)C[C@H]1C(=O)O	i
CCC(=O)N1CCc2cc(OC)c(OC)cc2C1COc1ccc2c(C)cc(=O)oc2c1 (stereo not drawn)	?
COc1ccccc1C(=O)Nc1c(C(=O)N(C)c2ccccc2)sc2nc(C)cc(C)c12	-9%
Cc1ncsc1CN1CCCCCCNC(=O)CC1c1ccccc1 (stereo not drawn)	i
COc1ccccc1CNC(=O)C[C@@H]1[C@H](O)CCC2[C@](C)(CO)[C@H](OC(=O)NC(C)C)CC[C@]21C (stereo partly drawn)	?
COc1ccc2[nH]c3c(c2c1)CCNC31CCN(C(=O)c2ccsc2)CC1	-23%
Cc1cccc(=O)n1CCC(=O)NCc1cc2n(n1)CCN(C(=O)N(C)C)C2	-9%
O=C(NC1CCN(c2cc(-c3cccs3)[nH]n2)C1)c1ccc2[nH]ccc2c1 (stereo not drawn)	i
CCOc1ccc2nc(N3CCCC(C(=O)NCCc4ccc(SC)cc4)C3)sc2c1 (stereo not drawn)	?

Random excerpt: six entries already listed
SMILES	Pf Dd2 growth
COc1ccccc1CN1CCC2(CC1)C(=O)NCN2Cc1ccc(Cl)cc1	i
COc1ccc2[nH]c3c(c2c1)CCNC31CCN(C(=O)c2ccsc2)CC1	-23%
COc1ccccc1NC(=O)CCC(=O)N1CC(C)Oc2ccc(C)cc21 (stereo not drawn)	39%[activator]
CN1CC2(CCN(Cc3cn[nH]c3-c3ccc(F)cc3)CC2)CC1C(=O)N1CCOCC1 (stereo not drawn)	?
COc1ccccc1C(=O)Nc1c(C(=O)N(C)c2ccccc2)sc2nc(C)cc(C)c12	-9%
O=c1c2nc(OCc3ccccc3)ccc2ncn1Cc1ccccn1	?

Later entries
SMILES	Pf Dd2 growth
C=C(C)Cn1c(=O)c2c(nc3n2CCN3c2cc(C)cc(C)c2)n(C)c1=O	6%
CC(=O)N1CCN(C(=O)c2cc3ccccc3[nH]c2=O)CC(O)C1 (stereo not drawn)	2%
CCN1CC2(CCN(C(=O)c3ccc4c(c3)ncn4CCO)CC2)OC1=O	2%
CCOC(=O)c1c(NC(=O)/C=C/c2ccc(C)cc2)sc2c1CCCC2	29%
CN(Cc1ccccc1)C1CCOC2(CCN(C(=O)NCCc3ccccc3)CC2)C1 (stereo not drawn)	?
O=C(C1CC1)N1CCCC(Nc2ccc(F)c(F)c2)C1 (stereo not drawn)	i
Cc1cc(C)c(CNC(=O)c2nc(-c3cccnc3)cc3c2ccn3C(C)C)c(=O)[nH]1	?
COc1ccc(N2CCN(S(=O)(=O)CCNC(=O)C3CC(=O)N(c4ccccc4)C3)CC2)cc1 (stereo not drawn)	21%
O=C(CC1NC(=O)NC1=O)NCc1cccnc1Oc1ccccc1F (stereo not drawn)	17%
CC(C)CCN1CCC(N2CCN(C(=O)c3ccc(Br)o3)CC2)C1=O (stereo not drawn)	i
Cc1ccc(NC(=O)Cn2cc(C(=O)c3cccs3)c3ccccc32)cc1C	?
COc1ccc(-c2noc(-c3cccn3CC(=O)N3CCN(c4ccccc4F)CC3)n2)cc1F	2.5µM*
O=C(C1COc2ccccc2O1)N1CCN(c2nc3c(F)cccc3s2)CC1 (stereo not drawn)	15%
CCc1noc(-c2cn(C3CCN(C(=O)c4ccccc4)C3)nn2)n1 (stereo not drawn)	i
CC(C)CCN1CCC(N2CCN(C(=O)C3CC3)CC2)C1=O (stereo not drawn)	12%
Cc1ccc(NC(=O)CSc2ccc(-c3ccccn3)nn2)cc1F	?
CC(=O)NCCCC(=O)N1C2CCC1CN(Cc1cccnc1)C2	-9%
COCCNC(=O)[C@@H]1CCC[C@@H](NCC2CC2)CN(C)C(=O)C1	0%[44.1 µM]
C=CCN(CCSc1ccccc1)C(=O)c1cnc(NCC)nc1	i
O=C1CCC(C(=O)N(CC2CCN(Cc3ccccc3F)CC2)CC2CCCO2)=NN1 (stereo not drawn)	-2%
COCCc1noc(-c2ccccc2OC2CN(C(=O)c3cnc(C)cn3)C2)n1	?
O=C1Nc2ccccc2C12CCN(Cc1cccc3ccccc13)CC2	24%
CCOCCCNC(=O)c1ccc2c(=O)n(CCc3ccc(OC)c(OC)c3)c(=O)[nH]c2c1	0%
COc1ccc(-c2ccnc3nc(C(C)C)nn23)cc1OC	?
O=C(CN1C(=O)C2CCCCN2c2ccc(C(=O)N3CCCC3)cc21)NCc1cccc(Cl)c1 (stereo not drawn)	-10%
CCC(=O)N1CCc2cc(S(=O)(=O)N(C)c3cccc(C)c3)ccc21	2%
O=C(CCCn1c(=O)[nH]c2ccc(Br)cc2c1=O)N1CCN(c2cccc(Cl)c2)CC1	i
Cc1cn2nnc(C(=O)N3CCC(C(=O)NCc4ccccc4)CC3)c2c(=O)[nH]1	i
COc1ccc(-c2noc(C(=O)N(C)C)c2[C@H](C)O)cc1	0%[44.1 µM]
COCCc1noc([C@@H]2CC(F)(F)CN2C(=O)Cn2cc(C)cn2)n1	-1%
Cc1nc(C)c(C(=O)N2CCC(c3noc(-c4ccccn4)n3)C2)s1 (stereo not drawn)	14%[5.79 µM]
CC1CCN(S(=O)(=O)c2ccc3c(c2)CCN3C(=O)Nc2ccc(Br)cc2)CC1	18%

No new results follow: three of the compounds above.
SMILES	Pf Dd2 growth
COCCc1noc(-c2ccccc2OC2CN(C(=O)c3cnc(C)cn3)C2)n1	?
O=C1Nc2ccccc2C12CCN(Cc1cccc3ccccc13)CC2	24%
CCOCCCNC(=O)c1ccc2c(=O)n(CCc3ccc(OC)c(OC)c3)c(=O)[nH]c2c1	0%
